Screening data (PubChem)
influenza NS1A: H1N1 influenza NS1A inhibitors, functional cell based assay (AID 504329); NS1A functional cell-based assay, percent inhibition; higher % means a stronger effect; 340,000 tested, 0.3% active; inhibition, % at 12.5 µM; hits with a dose series show IC50 in µM; in the data active = a potency from the dose series; inconclusive = inhibition above about 27% without an active follow-up result; also: strong numbers were not always called active
inhibitors of VEEV: inhibitors of VEEV TC-83 cytopathic effect, confirmation, Vero cells (AID 588727); 350,000 tested, 0.13% active; Vero cells, VEEV TC-83 cytopathic effect inhibition; higher % means a stronger effect; inhibition, % at 20 µM, or IC50 in µM where a hit was titrated; in the data active = a potency from the dose series; inconclusive = inhibition mostly from about 14% at the one dose, without a potency; inactive = the rest, 99 in 100 with inhibition below about 12%; also: strong numbers were not always called active
M. tuberculosis: growth inhibition of non-replicating M. tuberculosis (AID 488890) | Mycobacterium tuberculosis non-replicating, growth inhibition; higher % means a stronger effect | one-dose inhibition, % at 25 µM; IC50 in µM for titrated hits | 320,000 tested, 0.39% active; in the data active = a potency from the dose series; inconclusive = inhibition mostly from about 82% at the one dose, without a potency; inactive = the rest, 99 in 100 with inhibition below about 76%;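 also: plate controls were DMSO cells for no effect and high antibiotic wells for full effect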
H37Rv inhibition: M. tuberculosis growth inhibition, HTS (AID 449762); M. tuberculosis H37Rv growth inhibition, 7H9 media; higher % means a stronger effect; one-dose inhibition, % at 25 µM; IC50 in µM for titrated hits; 330,000 tested, 0.59% active; in the data active = a potency from the dose series; inconclusive = inhibition above about 70% without an active follow-up result;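 also: bacterial growth assessed after seven days of incubation; strong numbers were not always called active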
Salmonella PhoP GFP: PhoP regulon inhibitors, Salmonella typhi PhoP promoter GFP reporter, confirmatory (AID 1850); 310,000 tested, 0.33% active; inhibition, % at 50 µM, or IC50 in µM where a hit was titrated; Salmonella Typhi PhoP-promoter GFP reporter, fluorescence, 4 h; higher % means a stronger effect; in the data active = a potency from the dose series; inconclusive = inhibition mostly from about 25% at the one dose, without a potency; inactive = the rest, 99 in 100 with inhibition below about 19%;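 also: 0% = induced wells with vehicle and 100% = uninduced wells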
inhibitors of VEEV 10K pilot screen: also measured in inhibitors of VEEV; calls as there; inhibition, %; measured here: 10K pilot screen inhibition
Active calls of the source: *; i = inactive; ? = inconclusive; . = no result given.

SMILES	influenza NS1A	inhibitors of VEEV	M. tuberculosis	H37Rv inhibition	Salmonella PhoP GFP	others
O=C(NCc1ccc(OC(F)(F)F)cc1)c1cccc2c1C(=O)c1ccc(N3CCC(Cc4ccccc4)CC3)cc1S2(=O)=O	6%	0.6%	20%	-1%	.
COCCCNC(=O)Nc1ccc(F)cc1F	1%	2.8%	.	2%	-3%
Cc1ccc(NC(=O)COC(=O)CCc2nc3ccccc3c(=O)[nH]2)cc1Cl	11%	1.2%	-8%	2%	0%
O=C(CCCc1ccccc1)Nc1ccnn1C1CCN(Cc2ccccc2)CC1	1%	i	6%	-9%	-4%
COC(=O)c1cc(Cl)c(NC(=O)c2cc3ccccc3o2)cc1OC	-18%	i	-5%	-5%	6%
Cc1cc(C)n2nc(C(=O)NNC(=O)c3ccccc3)nc2n1	-1%	0.3%	-25%	-5%	-7%
COc1cc(CNc2ccc3[nH]c(=O)[nH]c3c2)ccc1OCc1ccc(F)cc1	-1%	0.4%	44%	-4%	1%
COc1cc(CNCC(C)C)c(Br)cc1OCC(=O)NCc1ccccc1	2%	0.6%	13%	-22%	1%
CC1(C)CC(=O)C(C=NCCN2CCNCC2)=C(O)C1	-4%	2.8%	-24%	3%	-5%
O=C(NCc1ccco1)c1ccc2c(=O)n(Cc3ccco3)c(SCC(=O)N3CCCC3)nc2c1	6%	i	15%	0%	4%
CCn1c(Oc2ccccc2C)nc2c1c(=O)n(C)c(=O)n2C	2%	3.1%	11%	-6%	-1%
COc1ccccc1N(CC(=O)NCCSCc1ccco1)S(=O)(=O)c1ccccc1	2%	3.4%	4%	4%	0%

Pulled one by one from above:
SMILES	influenza NS1A	inhibitors of VEEV	M. tuberculosis	H37Rv inhibition	Salmonella PhoP GFP	others
COC(=O)c1cc(Cl)c(NC(=O)c2cc3ccccc3o2)cc1OC	-18%	i	-5%	-5%	6%
Cc1ccc(NC(=O)COC(=O)CCc2nc3ccccc3c(=O)[nH]2)cc1Cl	11%	1.2%	-8%	2%	0%

The list goes on.
SMILES	influenza NS1A	inhibitors of VEEV	M. tuberculosis	H37Rv inhibition	Salmonella PhoP GFP	others
CC1CN(C(=O)CSc2nc(-c3ccc(F)cc3)cs2)CC(C)O1 (stereo not given)	-4%	0.5%	9%	7%	0%
N#Cc1ccc(C#Cc2ccc3oc4ccccc4c(=O)c3c2)cc1	2%	0.3%	3%	5%	.
CC(=O)Nc1ccc(C(=O)COC(=O)CCc2ccccc2)c(F)c1	-12%	2.5%	12%	-5%	.
Cc1cc(NC(=O)CSc2nccn2-c2cccc(Cl)c2)no1	-12%	7.3%	0%	-8%	-15%
COc1ccc(OC)c(C2=NOC(C(=O)NCC3CCCO3)C2)c1 (stereo not given)	-22%	4.4%	-1%	-9%	-7%
Cn1c(=O)[nH]c(=O)c2c1nc(CN1CCOCC1)n2Cc1ccccc1	1%	i	8%	0%	-3%	inhibitors of VEEV 10K pilot screen=0.4
O=C(NCc1cccs1)c1ccc(Cl)c(S(=O)(=O)N2CCCC2)c1	-6%	0.2%	7%	-1%	-15%
COc1ccc(COC(=O)C2=C(C)NC(=O)NC2c2ccc(OC)cc2)cc1 (stereo not given)	-2%	2.8%	-6%	2%	3%
CC(=O)Nc1ccccc1-c1nnn(CC(=O)Nc2ccc3c(c2)OCCO3)n1	-3%	0.2%	3%	2%	11%
CCc1cccc(CC)c1NC(=O)C[n+]1cccc(C(N)=O)c1	-18%	1.1%	-2%	-4%	0%
COc1ccc2[nH]cc(CCNC(=O)COc3cc(C)cc4oc(=O)cc(C)c34)c2c1	-2%	8.3%	0%	-7%	14%
CN1CCN(C(=O)OCCOCCOC(=O)N2CCN(C)CC2)CC1	3%	1.2%	.	.	.
CC(C)Cn1c(N)c(C(=O)CSc2nnc(C3CC3)n2C2CC2)c(=O)n(C)c1=O	-9%	1.6%	.	.	.
COc1ccc(CN(C)C(=O)C2CCN(C(=O)Nc3ccccc3)CC2)cc1	-6%	0.5%	-5%	3%	1%
Cc1ccc(S(=O)(=O)N(C)c2ccc(C(=O)N3CCCCC3)cc2)cc1	0%	i	4%	-1%	10%
Cc1cccc(C)c1OCCNC(=O)c1ccc2ccccc2n1	-22%	0.6%	4%	3%	2%
CCOC(=O)C1(Cc2ccccc2)CCN(Cc2cnn(C(C)C)c2)CC1	4%	0.8%	8%	-2%	-6%
O=C1OC(CN2CCOCC2)CN1N=Cc1ccc([N+](=O)[O-])o1 (stereo not given)	0%	3.1%	28%	51%	20%
O=C(NC1CCCCC1)c1ccc(CS(=O)Cc2ccccc2Cl)o1 (stereo not given)	4%	0.1%	9%	-7%	6%
Cc1cc(C)n2ncc(C(=O)NCc3cccnc3)c2n1	-2%	0.8%	-11%	-6%	0%
COc1ccc(C(=O)C2CCCN(C(=O)C3=CCCC3)C2)c(C)c1 (stereo not given)	1%	0.9%	0%	4%	0%
Cc1ccc(NC(=O)CSc2nnnn2-c2cccnc2)c(C)c1	-10%	i	-18%	0%	3%
COc1cc(C(=O)Nc2ccc3c(c2)C(=O)N(CCC(=O)O)C3=O)cc(OC)c1OC	-3%	0.5%	-12%	-1%	2%
Cc1ccccc1C(=O)c1c[nH]c(C(=O)NCCc2ccccn2)c1	0%	3.0%	7%	11%	10%
Cc1nn(C)cc1/C=N/NC(=O)c1ccco1	-3%	i	77%	-1%	5%
COc1cccc(NC(=O)CN(C)C(=O)c2ccc(NC(=O)CC3SC(N4CCCC4)=NC3=O)cc2)c1 (stereo not given)	-5%	8.9%	.	.	.
O=C(N/N=C\c1c(F)c(F)c(F)c(F)c1F)c1ccc(-c2ccccc2)cc1	10%	7.0%	4%	-2%	-10%
O=C(Nc1ccccc1O)c1ccc2c(c1)C(=O)N(Cc1ccco1)C2=O	-20%	4.7%	-8%	-3%	-3%
Cc1ccc(/C=N/NC(=O)c2c[nH]c3ccccc23)s1	8%	1.5%	21%	5%	-3%
Cc1ccc(CNCC(=O)Nc2ccc(C)cc2Br)cc1	-9%	0.7%	40%	2%	7%
CC(=O)c1ccc(NC(=S)N(C)C2CCN(C)CC2)cc1	25%	0.8%	-18%	4%	-1%
COC(=O)c1ccc(N2C(=O)CC(N3CCOCC3)C2=O)cc1 (stereo not given)	12%	0.5%	7%	0%	-4%
Cc1ccnc(NC(=O)c2ccc(Cl)cc2Cl)n1	.	.	4%	0%	-2%
COc1cccc(C(=O)C2CCCN(C(=O)CCC3=NNC(=O)CC3)C2)c1 (stereo not given)	2%	i	14%	2%	-4%
O=c1cc(N=Nc2ccc(Cl)cc2)[nH]c(=O)[nH]1	22%	22µM*	?	42µM*	3%
Cc1ccc(S(=O)(=O)N2CCC(C(=O)N/N=C/c3cccnc3)CC2)cc1	-7%	1.8%	2%	-3%	-3%
COC(=O)C1=C(N)Oc2c(oc(CO)cc2=O)C1c1c(F)cccc1Cl (stereo not given)	10%	3.2%	8%	4%	-4%
COc1cc(C(=O)NCCN2CCCC2)cc(OC)c1OC	-5%	0.2%	-10%	-8%	3%
CC1(CC(=O)N/N=C/c2cc3c(cc2Br)OCO3)OCCO1	-6%	2.3%	5%	5%	6%
O=C(O)CN1C(=O)/C(=C\c2ccccc2OCc2ccc(F)cc2)SC1=S	3%	0.4%	-1%	3%	-17%
Cc1ccc(NC(=O)CSCC(=O)Nc2cccc(S(=O)(=O)N3CCCCCC3)c2)cc1	0%	i	30%	-5%	.
CN1C(=O)NC(=O)/C(=C/c2ccc([N+](=O)[O-])o2)C1=O	.	0.4%	65%	?	7%
O=C1CC(Sc2ncccn2)C(=O)N1c1ccccc1 (stereo not given)	3%	i	14%	-1%	4%	inhibitors of VEEV 10K pilot screen=0.3
Nc1ccc(-c2nc3ccc(N)cc3o2)cc1	4%	3.0%	.	1%	5%
O=C(NC(NCCCN1CCOCC1)(C(F)(F)F)C(F)(F)F)C1CCCCC1	7%	1.9%	10%	2%	-4%
C[C@@H]1C(=O)O[C@H](C)[C@H]1C[C@@H](O)[C@](C)(O)C1CC[C@@]2(O)C3=CC(=O)[C@@H]4C[C@@H](O)[C@@H](O)C[C@]4(C)C3CC[C@]12C (stereo not given in full)	-5%	1.0%	-3%	1%	.
COc1ccc(COc2ccccc2C(=O)Nc2ccccn2)cc1[N+](=O)[O-]	13%	0.1%	-8%	5%	-2%
CCn1c(=O)cc(C(=O)OC)sc1=Nc1ccc(F)c(F)c1	7%	11%	76%	?	13%
Cn1c(C(=O)NCCN2CCc3ccccc3C2)cc2c(=O)[nH]c3ccccc3c21	3%	4.0%	26%	1%	-3%
CCC1=C(c2ccc(C)cc2)S(=O)(=O)N=C1N1CCC(C(=O)NCCCN2CCCCC2)CC1	5%	1.2%	8%	1%	-1%
CCN(CC)CCNC(=O)Cn1c(=O)c2cccn2c2ccc(F)cc21	14%	i	-8%	6%	13%
O=c1cc(-c2ccccc2)nc(Sc2ccc([N+](=O)[O-])cc2[N+](=O)[O-])[nH]1	0%	5.7%	70%	57%	-6%
CC1CCCN(C(=O)CN2C(=O)CSc3ccc(S(=O)(=O)N4CCOCC4)cc32)C1 (stereo not given)	-1%	5.1%	-12%	0%	7%
Cc1nc(SCc2ccccc2F)c2oc3ccccc3c2n1	-3%	?	?	5%	-19%
Cc1ccc(S(=O)(=O)N2CCN(c3ccccc3)CC2)c(C)c1	-16%	0.9%	36%	9%	-1%
CCN(Cc1nc(-c2ccc(OC)c(OC)c2)no1)C(=O)c1ccc2c(c1)OCO2	9%	3.9%	4%	6%	-4%
CCN(CC)C(=O)Cn1cc(C(=O)C(=O)Nc2ccc3c(c2)OCCO3)c2ccccc21	-8%	7.1%	30%	8%	-10%
COc1ccc2cc(C(=O)Nc3ccc(F)cc3)sc(=O)c2c1OC	9%	2.1%	-8%	-9%	8%
CC1(C)CN2C(=S)N(c3ccccc3)C(c3ccccc3)N2C1 (stereo not given)	9%	1.6%	-26%	-6%	-13%
COc1ccc(-c2nc(CN3CCN(C(=O)c4ccco4)CC3)c(C)o2)c(OC)c1C	22%	7.6%	1%	-2%	0%

Among those listed so far, six contain two or more sulfur atoms.
SMILES	influenza NS1A	inhibitors of VEEV	M. tuberculosis	H37Rv inhibition	Salmonella PhoP GFP	others
COc1ccccc1N(CC(=O)NCCSCc1ccco1)S(=O)(=O)c1ccccc1	2%	3.4%	4%	4%	0%
CC1CN(C(=O)CSc2nc(-c3ccc(F)cc3)cs2)CC(C)O1 (stereo not given)	-4%	0.5%	9%	7%	0%
O=C(NCc1cccs1)c1ccc(Cl)c(S(=O)(=O)N2CCCC2)c1	-6%	0.2%	7%	-1%	-15%
O=C(O)CN1C(=O)/C(=C\c2ccccc2OCc2ccc(F)cc2)SC1=S	3%	0.4%	-1%	3%	-17%
Cc1ccc(NC(=O)CSCC(=O)Nc2cccc(S(=O)(=O)N3CCCCCC3)c2)cc1	0%	i	30%	-5%	.
CC1CCCN(C(=O)CN2C(=O)CSc3ccc(S(=O)(=O)N4CCOCC4)cc32)C1 (stereo not given)	-1%	5.1%	-12%	0%	7%

The listing continues.
SMILES	influenza NS1A	inhibitors of VEEV	M. tuberculosis	H37Rv inhibition	Salmonella PhoP GFP	others
COCCCNc1nc2nonc2nc1N1CCN2CCCC2C1 (stereo not given)	1%	0.8%	13%	-9%	20%
CC(CNC(=O)CCS(=O)(=O)c1ccc2c(c1)NC(=O)CO2)c1ccccc1 (stereo not given)	1%	0.4%	1%	-4%	3%
COc1cccc(C(=O)N/N=C(\C)c2ccc(NC(=O)Cc3ccccc3)cc2)c1OC	-9%	3.0%	-3%	3%	-5%
Cc1cc(NC(=O)CSc2nc3ccsc3c(=O)n2CCCCC(=O)O)no1	-1%	1.1%	4%	-3%	-11%
COc1ccc(-c2coc3cc(O)cc(O)c3c2=O)cc1OC	-9%	1.3%	3%	4%	-8%
NC(=O)c1ccc(N=C2C(=O)Nc3ccc([N+](=O)[O-])cc32)cc1	-3%	2.3%	6%	3%	35µM*
COC(=O)c1ccsc1-n1cc(C#N)c(=O)n(C)c1=O	-3%	0.3%	3%	4%	-2%
Cc1nc([N+](=O)[O-])c(C(=O)OCc2cccc(Br)c2)n1C	1%	0.3%	24%	-3%	7%
Cc1ccn2c(NC(=O)C(C)(C)Oc3ccc(Cl)cc3)c(-c3cccs3)nc2c1	0%	11%	4%	3%	-6%
Oc1ccccc1Cl	1%	0.0%	-6%	-5%	.
COc1ccc(-n2c(SCC(C)=O)nc3sc(C)c(C)c3c2=O)cc1	6%	0.2%	-3%	-1%	4%
COc1ccc(NC(=O)c2c(F)cccc2Cl)cc1S(=O)(=O)N1CCOCC1	-11%	i	2%	-2%	.
CCN(CC)CCCC(C)Nc1nccc2cccc(Cl)c12 (stereo not given)	-7%	i	.	.	.
